Source: PubChem BioAssay
PostGolgi ctrl = growth inhibition of yeast control strain, primary screen, counter-screen for post-Golgi transport modulator project; efflux-deficient yeast background strain, growth absorbance A615, 16 h; inhibition, % at 10 µM; 98,000 compounds, 5% hits
S1P2 agonist = S1P2 receptor agonists, primary screen, cell-based; Sphingosine 1-phosphate receptor 2 (Homo sapiens), O95136; S1P2-expressing cell line, agonist reporter read-out; activation, % at 4.5 µM; 97,000 compounds, 0.46% hits; in the data active = activation above about 16%;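 also: 0% = vehicle low control and 100% = maximal reference agonist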
Target sequence (O95136 whole entry, looked up): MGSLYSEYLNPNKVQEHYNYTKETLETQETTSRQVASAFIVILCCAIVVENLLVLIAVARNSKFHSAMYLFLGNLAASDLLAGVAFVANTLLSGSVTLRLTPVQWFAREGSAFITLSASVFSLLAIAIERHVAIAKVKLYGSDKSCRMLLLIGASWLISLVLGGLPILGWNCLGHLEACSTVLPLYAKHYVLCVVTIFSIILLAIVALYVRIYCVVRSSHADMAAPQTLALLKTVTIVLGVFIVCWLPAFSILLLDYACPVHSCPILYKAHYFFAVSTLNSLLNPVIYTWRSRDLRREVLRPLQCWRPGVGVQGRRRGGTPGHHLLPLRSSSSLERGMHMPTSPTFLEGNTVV
sEH act = soluble epoxide hydrolase activators, primary screen, biochemical, human sEH. 91,000 compounds, 0.04% hits. purified human sEH enzymatic activity, activator screen. AID 717, 2007. activation, % at 2 µM; in the data active = activation above about 37%; also: values of inactives mirror those of a sister screen read the other way
Target sequence (P34913 whole entry, looked up): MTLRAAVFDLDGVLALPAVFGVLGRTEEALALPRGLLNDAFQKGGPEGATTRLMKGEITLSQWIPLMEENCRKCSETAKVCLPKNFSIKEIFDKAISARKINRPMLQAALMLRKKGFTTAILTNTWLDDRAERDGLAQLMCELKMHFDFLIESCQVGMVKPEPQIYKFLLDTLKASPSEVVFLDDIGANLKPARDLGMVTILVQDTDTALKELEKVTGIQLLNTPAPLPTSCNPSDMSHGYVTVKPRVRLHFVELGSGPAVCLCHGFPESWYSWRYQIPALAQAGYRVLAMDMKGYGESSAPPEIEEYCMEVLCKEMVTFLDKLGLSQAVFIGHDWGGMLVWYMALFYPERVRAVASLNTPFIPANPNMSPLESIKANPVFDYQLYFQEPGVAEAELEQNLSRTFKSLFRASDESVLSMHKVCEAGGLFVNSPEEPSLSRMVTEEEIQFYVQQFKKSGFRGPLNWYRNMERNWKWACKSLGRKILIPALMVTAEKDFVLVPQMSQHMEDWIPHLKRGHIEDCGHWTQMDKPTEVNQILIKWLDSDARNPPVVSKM
S1P2 blocker = human S1P2 receptor antagonists, primary screen, cell-based; Sphingosine 1-phosphate receptor 2 (Homo sapiens), O95136; cell-based S1P2 antagonist assay, inhibition at 5 uM; inhibition, % at 5 µM; 97,000 compounds, 0.21% hits; AID 736, 2007; in the data active = inhibition above about 45%;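 also: CRE beta-lactamase reporter cells expressing human S1P2 stimulated with S1P; 0% = agonist at EC80 alone and 100% = agonist plus reference antagonist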
CD11b adhes inh = inhibitors of CD11b/CD18 adhesion to fibrinogen, primary screen, K562 cells, luminescence. 93,000 compounds, 0.54% hits. AID 1497, 2009. ATPlite luminescence; Mn2+ added to activate the integrin. Integrin beta-2 (Homo sapiens) + Integrin alpha-M (Homo sapiens), P05107+P11215. inhibition, % at 10 µM;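 active = primary inhibition of 50% or more at 10 µM, then 40% or more on retest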; also: some results filed as inactive read as strong as hits
PLAP act = PLAP enzyme activators, biochemical, luminescence, HTS. purified PLAP enzyme, luminescent substrate read-out; active compounds read high. activation fold at 20 µM. Alkaline phosphatase, placental type (Homo sapiens), P05187. 96,000 compounds, 1.2% hits. AID 696, 2007; in the data active = activation fold above about 2
sEH inh = soluble epoxide hydrolase inhibitors, primary screen, biochemical, human sEH; Bifunctional epoxide hydrolase 2 (Homo sapiens), P34913; recombinant human sEH enzymatic activity assay; inhibition, % at 2 µM; 91,000 compounds, 0.34% hits; AID 707, 2007; in the data active = inhibition above about 80%; also: values of inactives mirror those of a sister screen read the other way; many of its hits are not listed in these tables
PostGolgi yeast = phenotypic screen on post-Golgi transport, primary screen; AID 739, 2007; inhibition, % at 10 µM; post-Golgi transport phenotypic cell assay; 98,000 compounds, 0.9% hits;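 also: yeast cells grown in 1536-well plates; yeast grown about 18 h at 30C before absorbance read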
Ecoli WT expand = growth inhibitors of wild-type E. coli, primary screen, strain BW25113, expanded library, OD600. OD600 absorbance. growth inhibition, % at 100 µM. 98,000 compounds, 0.15% hits. AID 710, 2007;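 active = growth inhibition above about 50% at one test dose, limit read from the data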;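 also: growth measured after 20 h incubation at 37 °C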
The depositor's hits bear a star. Rule as the data show it, unless noted: active = inhibition above about 30%; inactive = the rest.

`CCC(=O)N(Cc1ccccc1)c1ccccn1` gave PostGolgi ctrl 1.0, S1P2 agonist -2.6, sEH act 11.9, S1P2 blocker -11.7, CD11b adhes inh -2.9, PLAP act 1, sEH inh -15.2, PostGolgi yeast -7.5 and Ecoli WT expand -3.0.
`COc1ccc2sc3ccccc3c(=O)c2c1OC` gave PostGolgi ctrl 9.8, S1P2 agonist -4.0, sEH act 2.8, S1P2 blocker 26.7, CD11b adhes inh -2.8, PLAP act 1.1, sEH inh -2.1, PostGolgi yeast 2.5 and Ecoli WT expand -1.0.
Screening CN(CC(=O)Nc1ccc(F)c(Cl)c1)S(=O)(=O)c1cccc2nsnc12 returned PostGolgi ctrl 0.0, S1P2 agonist -3.2, sEH act 2.0, S1P2 blocker 10.4, sEH inh 0.9, PostGolgi yeast 8.2 and Ecoli WT expand -2.0.
For O=C(Nc1ccc(Cl)cn1)Nc1ccccc1F the results were S1P2 agonist -7.5, sEH act -13.8, S1P2 blocker -18.6 and sEH inh 18.0.
Screening O=C1C2(c3ccccc3)CN(CCCO)CC1(c1ccccc1)CN(CCCO)C2 returned PostGolgi ctrl 3.9, S1P2 agonist -6.5, sEH act 4.5, S1P2 blocker 6.7, CD11b adhes inh -9.3, PLAP act 1.1, sEH inh -1.7, PostGolgi yeast -1.3 and Ecoli WT expand -3.0.
For Cc1nc2ccccc2cc1C(=O)O the results were PostGolgi ctrl -0.3, S1P2 agonist 0.5, sEH act 6.0, S1P2 blocker -20.5, CD11b adhes inh 3.5, PLAP act 0.9, sEH inh -6.6, PostGolgi yeast -0.6 and Ecoli WT expand 0.0.
COCCn1c(=O)[nH]c2cc(C(=O)NC3CCCCCC3)ccc2c1=O was read as PostGolgi ctrl 0.5, CD11b adhes inh -57.7, PLAP act 1, PostGolgi yeast 11.3 and Ecoli WT expand -11.0.
For CCn1c(O)c(N=NC(=O)CNC(=O)/C=C/c2ccco2)c2ccccc21 the results were PostGolgi ctrl 0.5, S1P2 agonist -4.0, sEH act -11.4, S1P2 blocker -22.2, CD11b adhes inh -25.3, PLAP act 1.4, sEH inh 11.8, PostGolgi yeast 13.4 and Ecoli WT expand 8.0.
For CCC(=O)N1CCc2cc(S(=O)(=O)NC(Cc3ccccc3)C(=O)NC3CCCC3)ccc21 (stereo not drawn) the results were PostGolgi ctrl -1.8, S1P2 agonist -4.9, S1P2 blocker 9.7, CD11b adhes inh 6.7, PLAP act 1.1, PostGolgi yeast -4.2 and Ecoli WT expand -1.0.
Screening O=C(NCc1cccs1)C1CCN(S(=O)(=O)c2cccc3nsnc23)CC1 returned PostGolgi ctrl -7.7, S1P2 agonist -2.3, sEH act -18.1, S1P2 blocker 12.1, PLAP act 1, sEH inh 16.1, PostGolgi yeast -8.8 and Ecoli WT expand -2.0.
CCOC(=O)c1ccc(NC(=O)N2CCN(C3CCCCC3)CC2)cc1 was read as PostGolgi ctrl 9.1, S1P2 agonist -1.7, sEH act 5.4, S1P2 blocker -3.7, CD11b adhes inh -8.5, PLAP act 1.6, sEH inh -8.3, PostGolgi yeast -3.4 and Ecoli WT expand 9.0.
For CCOc1ccc(C(=O)c2cc([N+](=O)[O-])ccc2Cl)cc1 the results were PostGolgi ctrl 5.5, S1P2 agonist -2.4, sEH act 14.0, S1P2 blocker 7.6, CD11b adhes inh 15.0, PLAP act 0.9, sEH inh -13.0, PostGolgi yeast -0.9 and Ecoli WT expand 7.0.
CC(C)OC(=O)CSc1nnc(-c2ccc(Cl)cc2)n1N was read as PostGolgi ctrl -6.7, S1P2 agonist -5.5, sEH act 0.8, S1P2 blocker 7.8, CD11b adhes inh -8.2, PLAP act 0.9, sEH inh 0.4, PostGolgi yeast 34.9* and Ecoli WT expand -4.0.
Cc1cc(C)n(-c2nc(NCC3CCCO3)c3c4c(sc3n2)COC(C)(C)C4)n1 (stereo not drawn) was read as PostGolgi ctrl 4.5, S1P2 agonist -3.0, sEH act 1.4, S1P2 blocker -41.1, CD11b adhes inh -4.5, PLAP act 1.5, sEH inh 0.0, PostGolgi yeast -8.5 and Ecoli WT expand -2.0.
`Cc1ccc(OC2=NS(=O)(=O)c3ccccc32)cc1` gave PostGolgi ctrl -2.9, S1P2 agonist -4.3, sEH act -2.9, S1P2 blocker -19.7, CD11b adhes inh 1.6, PLAP act 1.1, sEH inh 0.6, PostGolgi yeast -0.9 and Ecoli WT expand -2.0.
Screening Cc1cc(C)n(-c2ccc(OCC(=O)O)nn2)n1 returned PostGolgi ctrl 3.0, S1P2 agonist -0.8, sEH act -1.5, S1P2 blocker -8.2, CD11b adhes inh -0.1, PLAP act 0.9, sEH inh 3.5, PostGolgi yeast -6.6 and Ecoli WT expand -6.0.
For O=C(NCc1cccs1)c1nc2ncccn2n1 the results were PostGolgi ctrl 0.6, S1P2 agonist -4.3, sEH act -7.2, S1P2 blocker 21.7, CD11b adhes inh -14.5, PLAP act 1.1, sEH inh 5.5, PostGolgi yeast 10.4 and Ecoli WT expand 0.0.
Screening CCCOc1ccc(NC(N)=O)cc1OCCC returned PostGolgi ctrl -3.0, S1P2 agonist -0.8, sEH act 10.1, S1P2 blocker -2.6, CD11b adhes inh 0.6, PLAP act 0.9, sEH inh -6.5, PostGolgi yeast -4.3 and Ecoli WT expand -3.0.
Cc1ccc(C(=O)ONc2ccc(N=O)cc2)cc1 was read as PostGolgi ctrl 23.2, S1P2 agonist -6.2, sEH act -3.9, S1P2 blocker 19.0, CD11b adhes inh 87.0, PLAP act 0.8, sEH inh 2.9, PostGolgi yeast -5.2 and Ecoli WT expand -3.0.
For COc1ccccc1C(=O)Nc1nnc(-c2ccc(F)cc2)o1 the results were PostGolgi ctrl -3.1, S1P2 agonist 0.5, sEH act -5.1, S1P2 blocker -3.6, CD11b adhes inh 2.6, PLAP act 1.5, sEH inh 7.2, PostGolgi yeast -6.5 and Ecoli WT expand 7.0.
For CC(C)C1Cc2c(sc3[nH]c(=S)n(Cc4ccccc4)c(=O)c23)CO1 (stereo not drawn) the results were PostGolgi ctrl 8.3, S1P2 agonist -5.4, sEH act -29.3, S1P2 blocker -16.1, CD11b adhes inh 53.2*, PLAP act 1.6, sEH inh 28.6, PostGolgi yeast 4.8 and Ecoli WT expand 0.0.
Screening C=CCn1c(SCc2c(C)noc2C)nc2sc3c(c2c1=O)CCCC3 returned PostGolgi ctrl 14.8, S1P2 agonist 1.7, sEH act -5.6, S1P2 blocker -59.6, CD11b adhes inh 24.4, PLAP act 1, sEH inh 6.1, PostGolgi yeast -3.3 and Ecoli WT expand -13.0.
Screening COc1ccc(/C(N)=N/OC(=O)CSc2ccccc2)cc1OC returned PostGolgi ctrl 18.9, S1P2 agonist -0.5, sEH act 10.4, S1P2 blocker -6.9, CD11b adhes inh -2.8, PLAP act 1, sEH inh -9.6, PostGolgi yeast -3.9 and Ecoli WT expand -3.0.
`Nc1ccc(-n2c(N)c(C(=O)NCc3ccc4c(c3)OCO4)c3nc4ccccc4nc32)cc1` gave S1P2 agonist -2.1, sEH act 9.7, S1P2 blocker -13.9 and sEH inh -6.5.
`O=C(Nc1cccc(O)c1)c1noc2c1CCc1ccccc1-2` gave PostGolgi ctrl 3.4, S1P2 agonist -1.8, sEH act 3.4, S1P2 blocker -14.7, CD11b adhes inh 9.0, PLAP act 1.2, sEH inh -6.4, PostGolgi yeast -5.5 and Ecoli WT expand -8.0.
Screening COc1cc(-c2c(C#N)c(N)nc3c2CCCC3)ccc1O returned PostGolgi ctrl 10.9, S1P2 agonist -2.2, sEH act -5.1, S1P2 blocker -8.7, CD11b adhes inh -7.4, PLAP act 1, sEH inh 2.9, PostGolgi yeast 2.9 and Ecoli WT expand 0.0.
`Cc1cc(C)cc(CC2CC(=O)N(c3cc(C)on3)C2=O)c1` (stereo not drawn) gave PostGolgi ctrl 8.5, S1P2 agonist -4.9, sEH act -6.9, S1P2 blocker 14.7, sEH inh 6.2, PostGolgi yeast -1.6 and Ecoli WT expand 8.0.
`CSc1nc(-c2ccccc2)nc(N)c1C(C)=O` gave PostGolgi ctrl 7.6, S1P2 agonist -2.4, sEH act -2.2, S1P2 blocker -16.3, CD11b adhes inh -9.5, PLAP act 1.1, sEH inh 3.1, PostGolgi yeast 9.4 and Ecoli WT expand -7.0.
Screening COc1ccc(-c2nc3ccccc3n2Cc2ccc(C)cc2)cc1 returned PostGolgi ctrl 43.1*, S1P2 agonist 2.6, sEH act 6.5, S1P2 blocker -24.3, CD11b adhes inh -12.4, PLAP act 1.1, sEH inh -5.0, PostGolgi yeast 30.6* and Ecoli WT expand 3.0.
Screening CC(C)C(=O)Nc1ccc(NC(=O)c2cccs2)cn1 returned PostGolgi ctrl 5.6, CD11b adhes inh 5.2, PLAP act 1, PostGolgi yeast 6.4 and Ecoli WT expand 1.0.

4 entries drawn at random from the list so far:
Screening CC(C)C(=O)Nc1ccc(NC(=O)c2cccs2)cn1 returned PostGolgi ctrl 5.6, CD11b adhes inh 5.2, PLAP act 1, PostGolgi yeast 6.4 and Ecoli WT expand 1.0.
Screening C=CCn1c(SCc2c(C)noc2C)nc2sc3c(c2c1=O)CCCC3 returned PostGolgi ctrl 14.8, S1P2 agonist 1.7, sEH act -5.6, S1P2 blocker -59.6, CD11b adhes inh 24.4, PLAP act 1, sEH inh 6.1, PostGolgi yeast -3.3 and Ecoli WT expand -13.0.
`Nc1ccc(-n2c(N)c(C(=O)NCc3ccc4c(c3)OCO4)c3nc4ccccc4nc32)cc1` gave S1P2 agonist -2.1, sEH act 9.7, S1P2 blocker -13.9 and sEH inh -6.5.
`CSc1nc(-c2ccccc2)nc(N)c1C(C)=O` gave PostGolgi ctrl 7.6, S1P2 agonist -2.4, sEH act -2.2, S1P2 blocker -16.3, CD11b adhes inh -9.5, PLAP act 1.1, sEH inh 3.1, PostGolgi yeast 9.4 and Ecoli WT expand -7.0.

The listing continues:
`O=C(C1COc2ccccc2O1)N1CCN(c2ccc(F)cc2)CC1` (stereo not drawn) gave PostGolgi ctrl 17.5, S1P2 agonist -5.5, sEH act 10.4, S1P2 blocker -19.4, CD11b adhes inh 0.7, PLAP act 1.5, sEH inh -12.6, PostGolgi yeast -9.4 and Ecoli WT expand 4.0.
For c1cc(-c2noc(CC3CCCCC3)n2)ccn1 the results were PostGolgi ctrl 20.2, S1P2 agonist -5.8, sEH act 4.2, S1P2 blocker -5.4, CD11b adhes inh -3.3, PLAP act 1.4, sEH inh -2.5, PostGolgi yeast 3.5 and Ecoli WT expand 13.0.
Screening CCOc1ccc(NC(=O)c2ccccc2OCC(=O)c2ccccc2)cc1 returned PostGolgi ctrl 23.0, S1P2 agonist -2.6, sEH act 8.0, S1P2 blocker 11.9, CD11b adhes inh 42.7, PLAP act 1.6, sEH inh -6.5, PostGolgi yeast 2.7 and Ecoli WT expand -1.0.
For CCN(C(=O)CSc1nnc(-c2ccccc2Cl)n1C1CCCC1)C1CCS(=O)(=O)C1 (stereo not drawn) the results were PostGolgi ctrl -10.8, S1P2 agonist -4.1, sEH act -2.5, S1P2 blocker 10.3, CD11b adhes inh 6.1, PLAP act 1.6, sEH inh 2.6, PostGolgi yeast -6.3 and Ecoli WT expand -6.0.
`COC(=O)C1=C(C)N(C)C(C)=C(C(=O)OC)C1c1ccccc1C` gave PostGolgi ctrl 5.6, S1P2 agonist -8.8, sEH act -0.6, S1P2 blocker 20.2, CD11b adhes inh -6.3, PLAP act 1.2, sEH inh 1.3, PostGolgi yeast -3.4 and Ecoli WT expand -8.0.
For Cc1cccc(N(CC(O)CN(C)C)S(=O)(=O)c2ccccc2)c1 (stereo not drawn) the results were PostGolgi ctrl 10.1, S1P2 agonist -5.6, sEH act 11.6, S1P2 blocker -14.0, CD11b adhes inh -2.9, PLAP act 0.9, sEH inh -10.1, PostGolgi yeast -0.3 and Ecoli WT expand -7.0.
